GLP-1R inv ag: qHTS of GLP-1 Receptor Inverse Agonists (Inhibition Mode). AID 624417, 2012. 410,000 compounds, 1.6% hits. Glucagon-like peptide 1 receptor (Homo sapiens), P43220. HEK293 GLP-1R CRE-luciferase, luminescence, 24 h; GLP-1R form is constitutively active. Potency, µM (top dose mostly 38.3 µM), for the others: top-dose activity change, negative = inhibition, usual class: inhibitors; note: potency is the fitted concentration of half-maximal effect; % is set by controls: 0 for no effect and ±100 for the full control effect; nearly all actives have a fitted effect of over 55% in size
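Inverse agonists were sought by their lowering of basal cAMP reporter luciferase output in HEK293 cells stably carrying constitutively active human GLP-1R, after 24 h compound treatment.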
PLK1 PBD block: qHTS for Inhibitors of PLK1-PDB (polo-like kinase 1 - polo-box domain): Primary Screen; Potency, µM, for the others: max response, negative = inhibition, actives largely listed as inhibitors; Plk1 PBD binding of FITC phosphopeptide, fluorescence polarization; 360,000 compounds, 2.8% hits; note: potency is the fitted concentration of half-maximal effect; series mostly up to about 57 µM; % is set by controls: 0 for no effect and ±100 for the full control effect; nearly all actives have a fitted effect of over 65% in size
IL-2 act: qHTS of IL-2 Activators; 360,000 compounds, 0.065% hits; IL-2 activation reporter assay, cell-based qHTS; stimulated with anti-CD3/CD4/CD28 beads; in transgenic mouse T cells; activation, % (series mostly up to about 46 µM); in the data active = activation above about 50%; inconclusive = mostly about 30% to 49%; note: 0% is about no effect
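Screening format: compound pinned onto unstimulated transgenic mouse T cells, 60 min incubation, then anti-CD3/anti-CD4/anti-CD28 bead stimulation for 18 hours at 37 degrees C, followed by EGFP and DsRed detection.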
EPAC1 antagonist: qHTS for Antagonist of cAMP-regulated guanine nucleotide exchange factor 3 (EPAC1): primary screen. EPAC1 GEF assay, Rap1b-BODIPY-GDP exchange fluorescence. Potency, µM (titrated, usually from 115 µM), for the others: at the top dose activity change, negative = inhibition, actives largely listed as inhibitors. 360,000 compounds, 0.14% hits;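 note: potency is the fitted concentration of half-maximal effect; plate controls were vehicle for no effect and positive control for full effect; nearly all actives have a fitted effect of over 50% in size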
EPAC1 agonist: qHTS for Agonist of cAMP-regulated guanine nucleotide exchange factor 3 (EPAC1): primary screen; AID 720707, 2013; 360,000 compounds, 0.073% hits; Potency, µM (top dose mostly 154 µM), for inactives: at the top dose activation, usual class: activators; Rap guanine nucleotide exchange factor 3 (Homo sapiens), O95398; EPAC1 agonist qHTS, biochemical assay; response scale: 100% = response to 6.5 mM cAMP; note: potency is the fitted concentration of half-maximal effect; nearly all actives have a fitted effect of over 60% in size
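Nucleotide exchange assay: 100 nM EPAC1 with 250 nM Rap1B loaded with BODIPY-GDP and 50 uM GDP, room temperature. Fluorescence (480/540 nm) read every 5 min for 30 min; signal change normalized to 6.5 mM cAMP as full agonist.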
HEK293 tox: qHTS of GLP-1 Receptor Inverse Agonists: Cytotox Screen; HEK293 cAMP-luciferase reporter cells, luminescence, 24 h; Potency, µM (series often up to 38.3 µM), without a hit: top-dose activity change, negative = inhibition, most hits filed as inhibitors; 410,000 compounds, 0.13% hits; AID 624418, 2012;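 note: loss of luciferase light is scored as toxicity; potency is the fitted concentration of half-maximal effect; % is set by controls: 0 for no effect and ±100 for the full control effect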
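MLSMR compounds, 24 hr on cells at 37 deg C/5% CO2; luminescence after luciferase reagent (12 min RT). Inhibition counted as the undesired cytotoxic outcome.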
GLP-1R agonist: qHTS of GLP-1 Receptor Agonists; HEK293 GLP-1R CRE-luciferase, luminescence, 4-6 h; cells express a hypersensitive GLP-1R form; Potency, µM (highest dose often 45.6 µM), for inactives: top-dose activation, hits mostly activators; 380,000 compounds, 0.007% hits; note: potency is the fitted concentration of half-maximal effect; % of control where 0% means no effect
PTHR1 ag: qHTS for PTHR1 Agonists: Primary Screen; Parathyroid hormone/parathyroid hormone-related peptide receptor (Homo sapiens), Q03431; HEK293 GP2 PTHR1 cells, GloSensor cAMP luminescence, 1 h; Potency, µM (series often up to 115 µM), inactives show at the highest dose activation, actives largely listed as activators; 410,000 compounds, 0.075% hits; AID 743266, 2014; note: potency is the fitted concentration of half-maximal effect; nearly all actives have a fitted effect of over 55% in size; some results filed as inactive show a strong effect at the top dose; inactives centre near -15; many of its hits are not listed in these tables
Target sequence (Q03431 whole entry, looked up): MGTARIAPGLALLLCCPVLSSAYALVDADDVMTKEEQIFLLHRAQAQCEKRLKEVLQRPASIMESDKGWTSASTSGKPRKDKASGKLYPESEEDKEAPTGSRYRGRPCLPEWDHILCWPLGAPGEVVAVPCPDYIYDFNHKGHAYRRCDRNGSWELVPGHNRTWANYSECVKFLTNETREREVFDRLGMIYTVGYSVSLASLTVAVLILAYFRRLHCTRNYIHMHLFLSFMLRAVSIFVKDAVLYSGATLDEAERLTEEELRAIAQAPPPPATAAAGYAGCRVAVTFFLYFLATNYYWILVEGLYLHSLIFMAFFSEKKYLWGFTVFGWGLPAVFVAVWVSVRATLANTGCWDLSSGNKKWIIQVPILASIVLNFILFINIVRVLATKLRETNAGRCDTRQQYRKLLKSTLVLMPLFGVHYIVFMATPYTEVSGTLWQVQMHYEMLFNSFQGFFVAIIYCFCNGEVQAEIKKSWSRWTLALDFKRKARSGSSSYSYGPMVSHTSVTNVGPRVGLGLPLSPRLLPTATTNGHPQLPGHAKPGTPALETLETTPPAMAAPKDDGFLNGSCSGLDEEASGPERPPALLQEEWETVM
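HEK-293-derived GP2 cells expressing PTHR1 and a GloSensor cAMP reporter, 3,000/well, plated overnight, given luciferin plus IBMX (each 0.5 mM as added) for 1 h at 37 °C, then compound for 1 h at 37 °C. Luminescence was read after 15 min at room temperature.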
PI5P4K alpha inh: qHTS for Inhibitors of phosphatidylinositol 5-phosphate 4-kinase (PI5P4K); Phosphatidylinositol 5-phosphate 4-kinase type-2 alpha (Homo sapiens), P48426; PI5P4Kalpha enzyme, ADP-Glo luminescence, 60 min; stronger effect = lower value; max response, %; 330,000 compounds, 1.2% hits; active = max response of -50% or lower; inconclusive = between -30% and -50%; inactive = -30% or higher; note: value at the top dose of about 77 µM; % is set by controls: 0 for no effect and ±100 for the full control effect
Target sequence (P48426 whole entry, looked up): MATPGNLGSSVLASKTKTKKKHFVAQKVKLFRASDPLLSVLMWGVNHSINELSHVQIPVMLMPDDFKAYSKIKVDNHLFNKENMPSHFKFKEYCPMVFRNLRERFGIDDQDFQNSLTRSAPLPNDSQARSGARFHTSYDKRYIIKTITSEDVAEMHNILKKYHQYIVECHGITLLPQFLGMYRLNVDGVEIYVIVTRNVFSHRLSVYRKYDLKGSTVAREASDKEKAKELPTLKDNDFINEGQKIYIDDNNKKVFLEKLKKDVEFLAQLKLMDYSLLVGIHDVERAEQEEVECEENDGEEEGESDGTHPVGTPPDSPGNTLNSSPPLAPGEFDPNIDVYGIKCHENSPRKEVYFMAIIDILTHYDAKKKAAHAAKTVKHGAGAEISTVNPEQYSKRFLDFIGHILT
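Human PI5P4Kalpha with substrate in 0.038 M HEPES pH 7.4, 0.28 mM EGTA, 0.1% CHAPS, 5% DMSO; reaction started with 5 microM ATP (final), 60 min at room temperature. ADP formed read by ADP-Glo luminescence.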
* marks the source's active call; other numbers are inactive results; i = inactive; ? = inconclusive; nt = no result given; [ ] = dose if it differs, or a comment. Unless noted, calls come from the whole dose curve; as a rule, active = well fitted curve in the direction sought with a large enough effect; inconclusive = small, poorly fitted or top-dose-only effect, or another doubt; inactive = no such curve, though single readings can be large; an effect the other way counts as inactive or inconclusive. The list is partial, so the mix of outcomes need not match the whole.

SMILES	GLP-1R inv ag	PLK1 PBD block	IL-2 act	EPAC1 antagonist	EPAC1 agonist	HEK293 tox	GLP-1R agonist	PTHR1 ag	PI5P4K alpha inh
Cc1ccc(SCCN2CCC(C(C)(C)C)CCC2=O)cc1 (stereo not drawn)	-2%	-14%	-4.1	-18%	-17%	3%	0%	-44%[inhibitor]	0
O=C(OCc1cnc(Cl)s1)c1ccc(Cl)cc1	-4%	-1%	-0.1	-15%	11%	-2%	-11%	i	-2
CC(=O)c1c(C)[nH]c(C(=O)COC(=O)C2(C)CC2(Cl)Cl)c1C (stereo not drawn)	?	-1%	-0.8	-5%	-11%	-27%	13%	-44%[inhibitor]	-1
COc1ccccc1N(CC(=O)Nc1cccnc1)S(=O)(=O)c1ccccc1	0%	-11%	-1.1	3%	9%	2%	-4%	-2%	nt
CCCN1CCN(CCCNC(=O)Cn2nc(-c3ccc(C)cc3)ccc2=O)CC1	0%	-8%	0.0	-1%	7%	-15%	0%	i	nt
C/C(CCC1CC(C)OC1=O)=N\NC(N)=S (stereo not drawn)	?	?	9.6	4%	-12%	?	-7%	2%	-4
Cc1cc(NC(=O)C(C)SCC(=O)Nc2cccc(S(=O)(=O)N3CCCCCC3)c2)no1 (stereo not drawn)	?	-2%	-0.4	-3%	-5%	2%	-5%	-24%	4
COc1cccc(/C=N\NC(=O)Cn2nnc3ccccc32)c1O	?	-14%	-0.9	-38%	0%	?	1%	-41%[inhibitor]	-20
COc1ccc(-n2nnnc2SCC(=O)NCCc2ccc(OC)c(OC)c2)cc1	0%	-2%	0.3	6%	-6%	1%	0%	-21%[57.5 µM]	nt
COc1cc(/C=C/C(=O)OCC(=O)N2CCN(S(=O)(=O)c3ccc(C)cc3C)CC2)ccc1OC(F)F	-29%	-11%	-0.4	4%	2%	4%	5%	-4%	2

Some values from above:
In GLP-1R agonist, COc1ccc(-n2nnnc2SCC(=O)NCCc2ccc(OC)c(OC)c2)cc1 shows 0%
In GLP-1R inv ag, O=C(OCc1cnc(Cl)s1)c1ccc(Cl)cc1 shows -4%

Profiles, quoted from the list. Values in the order: GLP-1R inv ag	PLK1 PBD block	IL-2 act	EPAC1 antagonist	EPAC1 agonist	HEK293 tox	GLP-1R agonist	PTHR1 ag	PI5P4K alpha inh
COc1cccc(/C=N\NC(=O)Cn2nnc3ccccc32)c1O is entered as ?	-14%	-0.9	-38%	0%	?	1%	-41%[inhibitor]	-20
COc1ccc(-n2nnnc2SCC(=O)NCCc2ccc(OC)c(OC)c2)cc1 is entered as 0%	-2%	0.3	6%	-6%	1%	0%	-21%[57.5 µM]	nt

Going on with the list.
SMILES	GLP-1R inv ag	PLK1 PBD block	IL-2 act	EPAC1 antagonist	EPAC1 agonist	HEK293 tox	GLP-1R agonist	PTHR1 ag	PI5P4K alpha inh
O=C(C[n+]1ccccc1)Nc1ccc(Cl)c([N+](=O)[O-])c1	-25%	0%	-0.9	-3%	2%	-27%	6%	-19%	-3
O=Cc1cn(CC(=O)N2CCCc3ccccc32)c2ccccc12	?	2.7µM*	-0.8	11%	2%	-8%	-2%	-13%[57.5 µM]	-69*
CCOc1ccccc1NC(=O)C1CCCN1C(=O)c1cccs1 (stereo not drawn)	16%	-1%	0.2	-17%	-1%	2%	5%	-11%	8
COc1ccc(S(=O)(=O)NC2CCCC2)c(Cl)c1Cl	5%	-10%	-0.6	-3%	12%	1%	27%	-16%	nt
C=CCNC(=S)Nc1ccc(OC(F)F)c(Cl)c1	13%[7.66 µM]	-8%	0.2	-22%	0%	3%[7.66 µM]	5%	-31%[inhibitor]	-1
Cn1c(Cn2c(=O)sc3ccccc32)nnc1SCC(=O)N1CCOCC1	-4%	4%	-0.7	-9%	-21%	-13%	-2%	-17%	-2
COc1ccc(C2=C/C(=C\c3cccc(OC(C)=O)c3)C(=O)O2)cc1	12%	-13%	-0.5	?	?	2%	8%	?	8
NC(=S)N=Nc1c(O)[nH]c2ccc(F)cc12	75%[activator]	0%	4.1	-7%	-5%	?	5%	i	-10
Cc1ccc(C(O)(C(=O)NN(C(=O)c2ccccc2)c2ccccc2)c2ccc(C)cc2)cc1	-20%	3%	-0.5	-4%	-8%	-23%	-7%	i	6
O=[N+]([O-])c1ccc(CN2CCOCCOCCOCC2)cc1	6%	0%	0.9	19%	-2%	-3%[1.53 µM]	-3%	i	0
COc1cc2c(cc1NS(=O)(=O)N1CCCC1)oc1ccccc12	0%	-5%	-2.2	-13%	10%	5%	19%	i	nt
COc1ccc(CC(=O)NC(C)C2COc3ccccc3O2)cc1OC (stereo not drawn)	0%	-10%	1.3	-14%	-3%	-9%	4%	i	2
O=C(c1ccc(N2CCCC2=O)cc1)N1CCOCC1	0%	-1%	4.7	-13%	0%	-6%	-10%	i	7
CC(=O)Nc1ccc(/C=C/c2nc(-c3ccccc3O)n[nH]2)cc1	6%	1%	-1.0	8%	-10%	-12%	-5%	i	-22
Cc1ccc(-n2ncc3c2CCCC3NC(=O)c2csnn2)cc1C (stereo not drawn)	?	-4%	-1.5	-15%	-10%	-6%	5%	-14%	4
COc1ccc(OCC(=O)Nc2nonc2NC(=O)COc2ccc(OC)cc2)cc1	-10%	-2%	-0.7	-11%	2%	3%	7%	i	9
C[N+]1(CCOc2ccc([N+](=O)[O-])cc2)CCOCC1	9%	?	-0.2	-11%	0%	55%[activator]	12%	i	-4
CC1=NN(c2ccccc2)C(=O)C1C(=O)C(=O)Nc1ccc(F)cc1 (stereo not drawn)	8%	-1%	-1.8	-12%	5%	4%	-4%	-75%	0
O=C(NCc1ccccc1)C(=O)NCC(c1ccco1)N1CCOCC1 (stereo not drawn)	15%	-1%	-2.2	-19%	0%	0%	1%	-35%[inhibitor]	2
O=C(CCN1CCN(c2ccccc2)CC1)N/N=C/c1ccccc1OC(F)F	?	4%	-0.3	-7%	-2%	-28%	11%	-63%[inhibitor]	0
COCc1c(CCl)cnc(C)c1O	3%	2%	0.5	-12%	3%	-1%	9%	i	-1
CCNC(=O)COC(=O)c1[nH]c(C)c(C(=O)OC)c1C	-21%	-9%	1.4	7%	7%	4%	5%	-10%	2
Cc1nc(SCc2ccccc2C)n[nH]1	5%	1%	-0.9	7%	-1%	1%	-6%	i	-2
Cc1ccc2[nH]c(C)c(CCNC(=O)NC3CCCCC3)c2c1	?	3%	-2.4	9%	-4%	11%	8%	-20%	-3
CCCOc1cccc(-c2nn(-c3ccccc3)cc2/C=C(\C#N)C(=O)NCCCn2ccnc2)c1	-13%	-10%	-3.3	-13%	0%	15%	2%	i	16
CC(=O)Nc1ccc(Nc2cc(C)nc3c(-c4ccccc4)cnn23)cc1	?	-7%	-1.3	-18%	10%	-27%	-14%	-17%	-3
Cc1noc(C)c1NC(=O)Nc1ccc2c(c1)C(=O)N([C@H](C)CO)C[C@H](C)[C@H](CN(C)C(=O)NC1CCCCC1)OCCCC[C@@H](C)O2	10%	-19%	-2.9	18%	-2%	2%	0%	-11%	1
CNc1oc(-c2ccco2)nc1C#N	19%	-1%	1.3	-14%	14%	-7%	3%	i	1
Cc1ccccc1NC(=S)NC(=O)COc1ccccc1C	-4%	-7%	-3.5	-15%	10%	-18%	3%	i	6
COc1ccc(-n2c(SCC(=O)c3ccccc3)nc3c([nH]c4ccccc43)c2=O)cc1	1%	nt	nt	nt	nt	2%	11%	i	nt
COc1ccc(COC(=O)C2=C(C)NC(=O)CC2c2cccc(Cl)c2Cl)cc1 (stereo not drawn)	-4%	nt	nt	nt	nt	3%	2%	i	nt
CC(CC(=O)Nc1ccc(Cl)c([N+](=O)[O-])c1)c1ccccc1 (stereo not drawn)	?	-7%	0.7	-9%	7%	4%	4%	i	10
COc1ccc(Br)cc1/C=C/C(=O)Nc1ccc(C)cc1	4.5µM*	-1%	-4.6	-23%	5%	-17%	6%	-22%	12
CCOc1ccc2c(c1)c1nnc(SCC(=O)NC3CC3)nc1n2C	10%	-5%	-0.6	-2%	0%	-2%	-1%	-9%	-3
CC(=O)c1ccc(NC(=O)C2CCN(S(=O)(=O)c3c(C)noc3/C=C/c3ccc(C)cc3)CC2)cc1	0%	nt	nt	nt	nt	-2%	-2%	-33%	nt
CC(C)Oc1cccc(C(=O)C2CCCN(S(=O)(=O)C(C)C)C2)c1 (stereo not drawn)	?	-22%	-5.7	5%	1%	16%	17%	-21%	7
O=c1[nH][nH]c2c1C(c1ccc(F)cc1)OC(CCc1ccccc1)C2 (stereo not drawn)	?	11µM*	-0.8	-10%	6%	1%	-3%	-9%	8
c1ccc(NCc2nc(-c3ccccc3)no2)cc1	?	-8%	-0.6	0%	8%	-4%	0%	-26%	2
COc1ccc2nc(Nc3nc(C)c(C(C)=O)s3)sc2c1	?	-7%	-1.2	9%	-4%	206%[activator]	-48%[inhibitor]	-28%	?
COCCn1c(SCC(=O)Nc2ccc(C(F)(F)F)cc2)nc2c([nH]c3ccccc32)c1=O	5%	nt	nt	nt	nt	-6%	-2%	i	nt
COc1ccc2nc(C)cc(SCC(=O)N/N=C/c3ccc(O)c(O)c3)c2c1	34%[activator]	-5%	-3.4	-28%	-13%	-14%	18%	-5%	-14
O=C(CSc1nc2c(c(C(F)(F)F)n1)CCc1ccccc1-2)NCc1ccc(F)cc1	3%	-7%	-3.5	6%	-4%	6%	5%	-5%[57.5 µM]	nt
Nc1nc(=S)c2[nH]c(=S)[nH]c2[nH]1	14%	?	-0.5	3%	0%	-7%	6%	i	?

Screening data: PubChem, National Center for Advancing Translational Sciences (NCATS)
